HBB splicing: modulators of hemoglobin beta chain splicing | HBB splicing reporter cell assay, activation; EGFP reporter with mutant IVS2-654 intron; response scale: normalised to 500 nM splice-correcting PNA | Potency, µM (doses to about 46.1 µM), inactives show at the highest dose activation, hits mostly activators | hit rate 0.06% among 65,000 | AID 925; also: potency is read from the fitted curve at half-maximal effect; 0% is about no effect
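Compounds were applied for 2 days to HeLa EGFP-654 cells, 500/well in Optimem with 2% FCS. The reporter's EGFP is disrupted by mis-splicing of beta-globin intron IVS2-654. Readout: summed well GFP fluorescence from 488 nm laser scanning; reference was 500 nM antisense […] 654 PNA.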
TexasRed autofl: Texas Red region autofluorescence. hit rate 0.06% among 59,000. AID 587. Compound fluorescence, Texas Red channel, 547/618 nm; active compounds read high. max dye-equivalent concentration, M; in the data active = max dye-equivalent concentration above about 10 nM; inconclusive = between about 1.1 nM and that limit
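Texas Red-region profiling: compounds in 100 mM Tris pH 8.0 were read at 547/618 nm after 15 min at room temperature. Intensities were normalized against a six-point Texas Red standard series to give dye-equivalent concentration.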
FLuc inh: blocks Photinus pyralis firefly luciferase activity; hit rate 2.2% among 72,000; purified firefly luciferase, luminescence, 8 min; AID 411; Potency, µM (doses to about 57.1 µM), for inactives: at the highest dose activity change, negative = inhibition, actives largely listed as inhibitors; P08659; also: potency is read from the fitted curve at half-maximal effect; % is scaled to controls: 0 for no effect and ±100 for the full control effect; nearly all actives have a fitted effect of over 40% in size
Target sequence (P08659 whole entry, looked up): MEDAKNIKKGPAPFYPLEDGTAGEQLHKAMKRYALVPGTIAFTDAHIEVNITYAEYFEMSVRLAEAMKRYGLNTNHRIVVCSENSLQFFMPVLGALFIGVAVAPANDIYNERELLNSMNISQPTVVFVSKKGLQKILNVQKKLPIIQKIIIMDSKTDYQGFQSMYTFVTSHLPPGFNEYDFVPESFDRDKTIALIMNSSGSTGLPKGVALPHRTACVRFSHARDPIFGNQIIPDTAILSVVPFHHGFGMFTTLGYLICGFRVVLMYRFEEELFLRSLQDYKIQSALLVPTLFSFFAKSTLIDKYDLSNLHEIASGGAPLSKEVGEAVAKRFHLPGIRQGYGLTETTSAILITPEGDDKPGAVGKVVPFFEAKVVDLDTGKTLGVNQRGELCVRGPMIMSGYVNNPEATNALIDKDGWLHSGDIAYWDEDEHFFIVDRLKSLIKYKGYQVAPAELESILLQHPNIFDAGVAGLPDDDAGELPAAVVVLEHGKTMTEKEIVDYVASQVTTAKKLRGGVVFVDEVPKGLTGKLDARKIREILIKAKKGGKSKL
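Titration-based qHTS; buffer 50 mM imidazole pH 7.2, 50 mM KCl, 7 mM MgCl2, 10 uM ATP, 0.01% Tween 20, 0.05% BSA; luciferase/luciferin detector mix added after compound; 8 min, ambient; luminescence.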
Hsp90 Hop PPI: changes Hsp90-Hop TPR2A binding signal, up or down | Potency, µM (highest dose often 57 µM), without a hit: top-dose activity change, negative = inhibition | AID 595 | hit rate 0.44% among 71,000 | AlphaScreen TPR2A-His6 binding biotin-Hsp90 C-terminal peptide; active = well fitted curve in either direction with a large enough effect; inconclusive = small, poorly fitted or top-dose-only effect, or another doubt; also: potency is read from the fitted curve at half-maximal effect; % is scaled to controls: 0 for no effect and ±100 for the full control effect; many of its hits are not listed in these tables
Epigenetic mod: epigenetic modulators derepressing GFP locus in mouse cells | Potency, µM (highest dose often 46.1 µM), for inactives: at the top dose GFP derepression (activation) | hit rate 0.09% among 68,000 | AID 597 | mouse C127i GFP locus derepression, cytometry, 30 h; also: % of control where 0% means no effect
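Derepression screen: silenced CMV-GFP reporter in murine C127i cells, 30 h compound incubation at 37 C, washed cells imaged by laser-scanning cytometer to enumerate GFP-expressing objects of 20 to 120 um.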
UbGFP stabilizer: ubiquitin-GFP accumulation via proteasome inhibition; Ubiquitin-GFP reporter cells, proteasome inhibition, GFP fluorescence; response scale: untreated = 0%, 10 µM MG-132 = 100%; Potency, µM (titrated, usually from 45.9 µM), inactives show top-dose activation (GFP accumulation), actives largely listed as activators; 67,000 tested, under 10 active; active = well fitted activation curve with a large enough effect, not every such curve was filed as active; inconclusive = small, poorly fitted or top-dose-only effect, or another doubt; inactive = no such curve, though single readings can be large or run the other way; also: potency is read from the fitted curve at half-maximal effect
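Reporter cells (U2OS, ubiquitin-G76V-GFP fusion) are plated overnight, then treated 4 hr at 37 °C with compound titrations from 46 uM down to 2.9 nM. Activity is scaled against untreated cells and 10 uM MG-132.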
A350 autofl: compounds fluorescent in Alexa 350 spectral region. Compound autofluorescence, 340/450 nm, Alexa 350 dye-equivalents; active compounds read high. max dye-equivalent concentration, M. hit rate 11% among 59,000; in the data active = max dye-equivalent concentration above about 10 nM; inconclusive = mostly about 1.1 nM to 9.6 nM
Fluorescein fluor: compound autofluorescence in fluorescein spectral region. Compound autofluorescence, 480/540 nm, fluorescein-equivalent; active compounds read high. max fluorescein-equivalent concentration, M. hit rate 0.91% among 59,000. AID 593; in the data active = max fluorescein-equivalent concentration above about 10 nM; inconclusive = between about 1.1 nM and that limit
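Each compound is tested across a concentration series in 100 mM Tris buffer at pH 8.0. After 15 min at room temperature, plates are imaged with 480 nm excitation and 540 nm emission filters, and intensities are converted to fluorescein-equivalent values.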
4MU fluor: compounds fluorescent in 4-MU spectral region. compound autofluorescence, 340/450 nm, 4-MU equivalents; active compounds read high. max dye-equivalent concentration, M. hit rate 11% among 59,000; in the data active = max dye-equivalent concentration above about 10 nM; inconclusive = mostly about 1.1 nM to 9.6 nM
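Intrinsic fluorescence at 340/450 nm (ex/em) was read after 15 min at room temperature in pH 8.0, 100 mM Tris. Each compound concentration expressed as 4-MU-equivalent concentration from a six-point 4-MU standard series on each plate.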
CRE Fsk mod: alters forskolin-stimulated CRE reporter signaling in CHO cells; Potency, µM (top dose mostly 38.2 µM), for inactives: at the top dose activity change, negative = inhibition, hits mostly activators; CHO CRE-bla reporter (cAMP response element driving beta-lactamase), forskolin EC10, beta-lactamase ratio; hit rate 2.5% among 71,000; active = well fitted activation curve with a large enough effect in the signal ratio, with a control signal flat, not every such curve was filed as active; inconclusive = small, poorly fitted or top-dose-only effect, or effect the other way, or a change in a side signal; the % refers to the signal ratio; also: potency is read from the fitted curve at half-maximal effect; % of control where 0% means no effect
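Cells were plated overnight at 37 °C, exposed to compound titrations plus EC10 NKH 477 for 3 h, then given CCF4 dye for 2 h at room temperature. Blue/green (460/530 nm) ratio was converted to %Activity and AC50 values calculated.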
ERK AVP block: blocks ERK signaling stimulated by vasopressin. Potency, µM (series often up to 57.5 µM), without a hit: top-dose activity, negative = inhibition, hits mostly inhibitors. AID 995. HEK293-V1b, vasopressin-stimulated pERK AlphaScreen. hit rate 0.99% among 72,000; also: potency is read from the fitted curve at half-maximal effect; % is scaled to controls: 0 for no effect and ±100 for the full control effect; nearly all actives have a fitted effect of over 55% in size
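HEK293 cells stably expressing V1b receptor, seeded overnight in 1% FBS, were treated with compounds for 30 min at 37C, then stimulated 5 min with 25 nM vasopressin; phospho-ERK read by AlphaScreen SureFire after lysis.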
An asterisk follows results filed as active; i = inactive; ? = inconclusive; · = no result given; [ ] = another dose, or the depositor's remark. Unless noted, calls follow the shape of the dose curve; as a rule, active = well fitted curve in the direction sought with a large enough effect; inconclusive = small, poorly fitted or top-dose-only effect, or another doubt; inactive = no such curve, though single readings can be large; an effect the other way counts as inactive or inconclusive. Not all compounds are listed; the hit share may differ from the screen's.

SMILES	HBB splicing	TexasRed autofl	FLuc inh	Hsp90 Hop PPI	Epigenetic mod	UbGFP stabilizer	A350 autofl	Fluorescein fluor	4MU fluor	CRE Fsk mod	ERK AVP block
O=C(C1CCCN(S(=O)(=O)c2ccc(Cl)cc2)C1)N(Cc1cccs1)C1CC1 (stereo unspecified)	·	i	3%	11%	-3%	-4%	i	i	i	-12%	27%
CCNc1ncc2nc(-c3cccs3)c(=O)n(CCc3ccccc3)c2n1	?	i	1%[11.4 µM]	0%	0%[9.22 µM]	0%	1.2e-08M*	i	1.1e-08M*	?	?
CC(C)CN1CCC2(CC1)CCN(C(=O)c1cc(C(F)(F)F)cc(C(F)(F)F)c1)CC2	1.2%	i	-1%[11.4 µM]	5%	-2%[9.22 µM]	-11%	i	i	i	0%	5%
CCn1c(CSc2nnc(-c3ccc4c(c3)OCO4)o2)nc2cc(S(=O)(=O)N(C)C)ccc21	-3.3%	i	-2%	-3%	0%	2%	?	i	?	20%	-1%
CCCNc1nc2c(c(=O)[nH]c(=O)n2C)n1Cc1cccc(Br)c1	1.5%[57.5 µM]	i	3%	-5%	6%	1%	i	?	i	?	-27%
COC(=O)c1ccccc1NC(=O)CN(CCc1ccccc1)S(C)(=O)=O	-0.8%	?	0%	0%	8%	1%	i	i	i	-2%	-1%
Cc1cc(=Nc2ccc3c(c2)c(N)cc(C)[n+]3C)nc(N)n1C	3.6%[9.22 µM]	?	6%[11.4 µM]	-6%[11 µM]	-3%[9.22 µM]	-1%[9.17 µM]	1.2e-08M*	i	1.1e-08M*	-2%[7.6 µM]	5%[11.5 µM]
c1ccc(C2=NN[C@@H]3c4ccccc4-c4ccccc4N3C2)cc1	5.6%[9.22 µM]	i	3%[11.4 µM]	-7%[11 µM]	6%[9.22 µM]	3%[9.17 µM]	?	i	?	9%[7.6 µM]	?
c1ccc(-c2nnc(N3CCN(c4ccccn4)CC3)c3ccccc23)cc1	-1.0%	i	-2%	-4%	-3%	4%	i	i	i	-2%	-20%
COC(=O)c1ccccc1NC(=O)c1noc2c1CCC2	-2.0%	i	-4%	3%	-1%	9%	i	i	i	?	10%
CN(C)S(=O)(=O)c1ccc(C(=O)Nc2ccccc2C(=O)O)cc1	0.5%	?	?	0%	-3%	1%	i	i	i	-7%	-20%
Cc1nc(Nc2ccc(S(N)(=O)=O)cc2)oc1C	·	i	2%	0%	-2%	-6%	i	i	i	1%	-8%
O=C(CCNS(=O)(=O)c1cccc2nonc12)NCCc1ccc(Cl)cc1	-0.6%	i	-1%	-4%	2%	-7%	i	i	i	-7%	15%
CCCCc1c(O)nc(SCC(=O)NCCc2ccc(OC)c(OC)c2)[nH]c1=O	·	i	-1%	-2%	-2%	2%	i	?	i	-3%	-2%
Cc1ccc2cc3cc(C(=O)NCCC(C)C)oc3nc2c1	-2.0%	i	0%	0%	0%	20%	2.9e-08M*	i	2.9e-08M*	?	1%
Cn1c(SCc2nnc(-c3ccc(F)cc3)o2)nnc1C1COc2ccccc2O1 (stereo unspecified)	-2.2%	i	1%	2%	2%	1%	i	i	i	?	13%
COc1cc(-c2nnc(SCc3cc(=O)oc4cc(C)ccc34)o2)cc(OC)c1OC	0.5%	?	-1%	-5%	-1%	-4%	i	i	i	?	-25%
COc1ccc(-c2nc(N3CCOCC3)nc3n[nH]c(N)c23)cc1	-1.6%	?	1%	-8%	0%	-4%	i	i	i	-12%	?
CCOc1ccccc1C1N(c2ccc(OC)cc2)C(=O)C2CCCN21 (stereo unspecified)	0.1%	·	1%	-1%	-2%	-8%	·	·	·	-7%	-13%
O=C(NCc1ccc(F)cc1)C1CCCN1C(=O)NCc1ccccc1 (stereo unspecified)	-0.4%	i	-4%	-5%	-1%	1%	i	?	i	-15%	-8%
O=C(Nc1ccc(Cl)c(Cl)c1)N1CCSC1c1ccco1 (stereo unspecified)	-0.6%	?	-2%	1%	-1%	8%	i	i	i	?	12%
COc1cc(=O)[nH]c(SCc2c(F)c(F)c(F)c(F)c2F)n1	1.6%[0.369 µM]	i	1%	0%	4%	2%	?	i	i	8%	-1%
CCOC(=O)C1CCN(C(=O)Nc2ccc3snnc3c2)CC1	0.4%	i	3%	-3%	3%	-1%	i	i	i	-2%	3%
CC(C)c1nnc(NC(=O)c2c(O)c3cccc4c3n(c2=O)CC4)s1	-0.3%[57.5 µM]	i	4%	-1%	-2%	-2%	?	i	?	-9%	-5%
CCOC(=O)c1c(NC(=O)c2cccs2)sc2c1CCC2	1.4%	·	0%	7%	2%	-9%	·	·	·	3.2µM*	6%
CCOC(=O)N1CCN(c2cc(NCCC(=O)O)c3c4c(onc24)-c2ccccc2C3=O)CC1	1.0%	?	?	?	2%	13%	i	8e-08M*	i	?	17%
Cc1ccccc1OCCCN1C(=O)C(=O)c2cccc(C)c21	-0.2%	·	-28%	-11%	-2%	-3%	·	·	·	?	-14%
C(=C\c1ccccc1)/C=N/n1cnnc1	3.1%	·	0%	3%	5%	-9%	·	·	·	1%	10%
O=C(CN(C(=O)CCNC(=O)c1ccco1)c1ccccc1)NC1CCCC1	0.2%[57.5 µM]	?	0%	3%	3%	5%	i	i	i	-2%	9%
COc1ccc(Cl)cc1NC(=O)CSc1nnc(Cn2c(=O)sc3ccccc32)n1C	-0.4%	·	0%	-4%[2.3 µM]	·	-5%	·	·	·	-6%	13%
CCNC(=O)CC(=O)Nc1ccccc1C(=O)O	2.4%[0.369 µM]	i	-1%	-3%	4%	·	i	?	i	2%	9%
COC(=O)c1cc(Br)c(=O)n(Cc2ccc3c(c2)OCO3)c1	·	i	0%[25.5 µM]	·	4%[20.6 µM]	·	i	?	i	·	·
COc1nc(NS(=O)(=O)c2ccc(C)cc2)nc(C)c1Cl	·	i	-1%[25.5 µM]	·	0%[20.6 µM]	·	i	i	i	·	·
COc1ccc(OC)c(CCNC(=O)CS(=O)(=O)Cc2nc(-c3ccc(C)cc3)oc2C)c1	-1.0%	i	-1%	-6%	0%	-1%	i	i	i	-1%	-9%
CCCCCn1c(Br)nc2c1c(=O)n(CC(N)=O)c(=O)n2C	-4.0%	?	0%	0%	-4%	1%	i	i	i	?	-8%
CCOc1ccccc1NC(=O)C1CCCN(S(=O)(=O)c2ccc(OC)c(C)c2)C1 (stereo unspecified)	0.6%	?	-1%	0%	-2%	0%	i	?	i	-2%	-19%
NS(=O)(=O)c1ccc(Nc2nc(-c3ccc(O)cc3)cs2)cc1	-0.9%	i	-3%	-10%	7%	3%	i	?	i	?	?
CCOc1ccc(C)cc1S(=O)(=O)N1CCCCC1	1.4%	i	3%	0%	0%	0%	i	?	i	-3%	-9%
CCOC(=O)C1C(=O)NC(SCC(=O)Nc2nccs2)=C(C#N)C1c1ccccc1OCC (stereo unspecified)	-0.1%	i	-2%	-3%	0%	-2%	i	?	i	1%	-10%
Cc1cccc(-c2nsc(SCC(=O)Nc3cc(C)on3)n2)c1	-2.5%	i	-1%	-3%	1%	7%	i	i	i	?	13%
CC(=O)Nc1ccc(N2S(=O)(=O)c3ccccc3S2(=O)=O)cc1	-0.1%	i	2%	1%	0%	21%	i	i	i	-2%	5%
COc1ccc(-n2c(Cc3cccn3C)nnc2SCC(=O)NCc2ccco2)cc1	0.8%	·	1%	-7%[2.3 µM]	·	-10%	·	·	·	?	?
Cc1nnc(NC(=O)CCC(=O)N2CCN(CCc3ccccc3)CC2)s1	-1.0%	i	-11%	-8%	0%	3%	?	i	i	-1%	0%
O=C(Cc1c(F)cccc1Cl)Nc1ccncc1	0.6%	?	1%	-1%	2%	-4%	i	?	i	-2%	-23%
Cc1ccc2c(c1)c1c3n2CCN(C(=O)CN2CCN(C)CC2)C3CCC1 (stereo unspecified)	·	?	-2%	-8%	-1%	-2%	?	i	?	-1%	-18%
COc1ccc(-c2nsc3c(N4CCN(S(=O)(=O)c5ccccc5)CC4)ncnc23)cc1	·	?	3%	3%	-2%	-1%	1.1e-07M*	i	1.2e-07M*	-3%	13%
O=C(CNC(=O)C1CCCCC1)NCCCO	-3.5%[0.0738 µM]	·	2%	-9%[11 µM]	-2%	0%[9.17 µM]	·	·	·	?	0%
CC(C)(C)C1CCc2onc(C(=O)NC3CCCC3)c2C1 (stereo unspecified)	0.5%	i	1%	12%	-2%	-1%	i	?	i	-23%	14%
O=C(NCCN1CCOCC1)c1cc2c(=O)n3ccccc3nc2n1Cc1ccccc1	-1.3%	i	0%	0%	0%	-1%	?	?	?	3%	21%
